Screens deposited in PubChem by Vanderbilt High Throughput Screening Facility.
Cav32 inh: blocks human Cav3.2 T-type calcium channel | Cav3.2-expressing cells, Fluo-4 calcium fluorescence FDSS; hits give low values | O95180 | hit rate 4% among 100,000 | B-score at 10 µM;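 active = single-dose well whose peak fluorescence ratio is a statistical outlier from its plate by either plate-standardised score or position-corrected B-score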
Active calls of the source: *; & = joins results of further samples. This is a subset; the hit share may differ from the screen's.

Cc1nc(C(C)(C)O)n(-c2ccccc2)n1 was read as Cav32 inh 1.
For COc1ccccc1NS(=O)(=O)c1ccc(Cl)cc1 the results were Cav32 inh -0.078.
Screening COc1ccccc1Nc1nc(N)nc(CSc2nccc(C)n2)n1 returned Cav32 inh -0.022.
`COc1ccc(Cn2c(N)c(C#N)c3nc4ccccc4nc32)cc1OC` gave Cav32 inh 0.5.
`C/C=C(/C)C(=O)Nc1cccc(C2=NOC3(C2)C[C@@H](C(N)=O)N(C(=O)CC)C3)c1` (some centres not stated) gave Cav32 inh 1.2.
`Cc1cccc(NC(=O)C23CCC(C)(C2Br)C3(C)C)c1` (configuration not stated) gave Cav32 inh -5.4*.
Screening CNC(=O)C12CCC(C)(c3nc4cc(C)c(C)cc4nc31)C2(C)C (configuration not stated) returned Cav32 inh 0.11.
`CCO[C@@H]1OC(C(=O)NCc2ccccc2)=C[C@H](C)[C@H]1CCCO` gave Cav32 inh 1.
`CCC(C(=O)Nc1cc(C)nn1-c1nc(C)cc(C)n1)c1ccccc1` (configuration not stated) gave Cav32 inh -0.51.
O=C(Cn1nnc(-c2ccccc2NC(=O)C2CC2)n1)NC1CCCCC1 was read as Cav32 inh 0.23.
COc1ccc(C(C(=O)NC2CCCC2)N(C(=O)c2snc(-c3ccc(F)cc3)c2N)c2ccccc2)cc1 (configuration not stated) was read as Cav32 inh 1.7.
CCN(CC)CCNC(=O)c1c(C)n(-c2ccccc2)c2cc(Br)c(OC)cc12 was read as Cav32 inh -2.1.
Cc1cc2n(c1)CCn1c(C)ccc1-2 was read as Cav32 inh -0.99.
`COc1ccc(OC)c(NC(=O)C2CCCN(S(=O)(=O)c3cccc4nsnc34)C2)c1` (configuration not stated) gave Cav32 inh 0.59.
Nc1nc2ccc(OC(F)(F)F)cc2s1 was read as Cav32 inh 0.33&-0.57.
`O=C(Nc1cccc(F)c1)NC1CC2CCCC(C1)N2C1CC1` (configuration not stated) gave Cav32 inh 1.2.
`Nc1c(C(=O)N2CCCCC2)sc(=S)n1-c1ccccc1` gave Cav32 inh -0.53.
`Cc1ccc(S(=O)(=O)N2CCC(C(=O)OCC(=O)N3CC(=O)Nc4ccccc43)CC2)cc1` gave Cav32 inh -0.061.
`COc1ccc(C2=NOC(C(=O)N3CCN(c4ccccc4OC)CC3)C2)cc1` (configuration not stated) gave Cav32 inh -0.063.
Screening COc1cc(OC)cc(C(=O)Nn2cc(C(=O)N3CCN(C)CC3)c3ccccc3c2=O)c1 returned Cav32 inh 0.98.
For Cc1cc(C(=O)NCc2cccs2)n(-c2ccccc2)n1 the results were Cav32 inh -0.018.
Screening Cc1c(Cl)cccc1N(CC(=O)O)S(C)(=O)=O returned Cav32 inh 0.023.
For CC(C)(C)c1nnc2sc(SCC(=O)c3cccs3)nn2c1=O the results were Cav32 inh -0.45.
Screening CCCC(=O)Nc1ccc2c(c1)C(=O)NC2=O returned Cav32 inh 1.3.
`CCCc1cc(C(=O)NNC(=S)NCc2ccccc2)cs1` gave Cav32 inh -7.3*.
For Cc1ccc(N2C(=O)CC(C3CCCO3)C2=O)cc1 (configuration not stated) the results were Cav32 inh -0.49.
`CCC(C)(C)NC(=O)CN(Cc1cccs1)C(=O)C(=O)Nc1ccc2c(c1)OCCO2` gave Cav32 inh -1.2.
Screening O=C1CC(c2ccc(S(=O)(=O)NCc3ccncc3)cc2)CN1 (configuration not stated) returned Cav32 inh 0.36.
For O=C(NCC(c1cccnc1)N1CCN(c2ccccc2F)CC1)C1CCCCC1 (configuration not stated) the results were Cav32 inh 1.9.
`O=C(NCCS(=O)CCNC(=O)C(F)(F)F)C(F)(F)F` gave Cav32 inh 0.75.
`Cc1cccc2c(=O)cc(C)n(CC(=O)N3CCCCC3)c12` gave Cav32 inh 0.28.
`CCCC(=O)Nc1nnc(CC(=O)N2CCCC2)s1` gave Cav32 inh 0.55.
Screening Cc1ccc(S(=O)(=O)NC2=NCN(CCc3ccccc3)CN2)cc1 returned Cav32 inh 0.047.
Screening Cc1ccc(CSCC(=O)N2CCN(Cc3ccc4c(c3)OCO4)CC2)cc1 returned Cav32 inh -4.1.
For CC(=O)NC1=NN(C(C)=O)C(c2cccs2)S1 (configuration not stated) the results were Cav32 inh -1.1.
`Cn1nnc2cc(C(=O)NCCC3=CCCCC3)ccc21` gave Cav32 inh 0.7.
For CC(C)CC(=O)N(c1ccc(F)cc1)C1C=CS(=O)(=O)C1 (configuration not stated) the results were Cav32 inh -0.21.
Screening Cc1ccc(C(=O)Nc2nc(=O)n(C(=O)c3ccccc3Cl)s2)cc1 returned Cav32 inh -6.1*.
For CCc1cccc2c(C#N)cn(CC(=O)NCCOC)c12 the results were Cav32 inh 0.18.
COc1ccccc1N/C(N)=N/c1nc(CSc2ccc(C)cc2)cc(=O)[nH]1 was read as Cav32 inh -1.1.
Screening CC(C)CC(=O)Nc1nnn(C)n1 returned Cav32 inh -1.4.
`CCOc1ccc(N=Nc2c(=O)[nH]n3c(=O)cc(C)[nH]c23)cc1` gave Cav32 inh 0.31.
`CCCN(CCC)CCCNC(=O)CC1Nc2ccccc2NC1=O` (configuration not stated) gave Cav32 inh 0.26.
Screening CCCNC(=O)c1c[nH]c2ccc(S(=O)(=O)N(C)c3ccc(OCC)cc3)cc2c1=O returned Cav32 inh -1.7.
`N=c1c(C(=O)NCc2ccccc2)cc2c(=O)n3ccccc3nc2n1Cc1ccco1` gave Cav32 inh 2.1.
`Cn1c2ccccc2c2c(C(=O)N3CCN(c4ccc(F)cc4)CC3)cn(C3CCCC3)c(=O)c21` gave Cav32 inh -5*.
`Cc1ccc(-n2ncc3c(=O)n(CC(=O)N4CCCCCC4)cnc32)cc1` gave Cav32 inh 0.46.
Screening Cc1cc(NS(=O)(=O)c2ccc(Nc3nc(-c4sc(C)nc4C)cs3)cc2)no1 returned Cav32 inh -3.
`C=CCOC(=O)COc1ccc2c(C)c(C)c(=O)oc2c1` gave Cav32 inh 1.2.
`CC(Oc1ccccc1)C(=O)N1CCCc2ccccc21` (configuration not stated) gave Cav32 inh 0.038.
O=C(Nc1ccc2c(c1)OCO2)C1CC(c2ccccc2Cl)=NO1 (configuration not stated) was read as Cav32 inh -0.76.
Screening CCOC(=O)Cc1nnc(NC(=O)c2ncn[nH]2)s1 returned Cav32 inh -0.28.
For CCc1c(O)nc(SCC(N)=O)n(-c2ccccc2F)c1=O the results were Cav32 inh 0.73.
`COc1ccccc1-n1cnc2cc(NC(C)=O)ccc21` gave Cav32 inh -0.079.
Cc1ccc(Cl)c(OCC(=O)Nc2ccc3c(c2)OCCO3)c1 was read as Cav32 inh 0.053.
`CCc1ccc(C(=O)COC(=O)c2cccs2)cc1` gave Cav32 inh -2.
CCCCN(C)C(=O)CCCc1c[nH]c2ccccc12 was read as Cav32 inh -0.91.
`Cc1ccc2cc3c(NC(=O)c4ccco4)nn(CC(C)C)c3nc2c1` gave Cav32 inh 0.39.
Screening CCCOC(=O)/C(C)=N\NC(=O)c1ccco1 returned Cav32 inh -0.38.
Screening O=C(CC(C(=O)O)C1CCCO1)NCCc1ccc2c(c1)OCO2 (configuration not stated) returned Cav32 inh 0.76.
For Cc1nc2scc(-c3cccs3)c2c(=O)o1 the results were Cav32 inh -0.32.
COc1ccc(CNC(=O)NC2CCCCC2)cc1 was read as Cav32 inh 0.84.
CCOc1ccc(C(=O)NCC(=O)OC(C)C(=O)NCc2ccco2)cc1OCC (configuration not stated) was read as Cav32 inh 0.53.
`COc1ccc(NC2C=CS(=O)(=O)C2)cc1` (configuration not stated) gave Cav32 inh 0.023.
`Cc1cc(NC(=O)CCC(=O)N(CCc2ccccc2)C(C(=O)NC2CCCC2)c2ccco2)no1` (configuration not stated) gave Cav32 inh -3.7*.
Clc1ccc(Nc2nc3ccccc3n3nnnc23)cc1 was read as Cav32 inh -1.3.
`Cc1cc(C)c(C#N)c(N2CCCC2)n1` gave Cav32 inh 0.12.
N=c1sccn1CC(=O)Nc1cccc2ccccc12 was read as Cav32 inh -0.23.
Screening CCCCN(C)C(=O)c1c[nH]c2ccc(S(=O)(=O)N3CCOCC3)cc2c1=O returned Cav32 inh 0.25.
For COc1cc(C2=NOC(C(=O)N3CCCc4ccccc43)C2)cc(OC)c1OC (configuration not stated) the results were Cav32 inh 0.2.
CCn1c(SC(C)C(=O)NC2CCCc3ccccc32)nnc1-c1cccs1 (configuration not stated) was read as Cav32 inh -1.4.
For O=C(O)/C(=C1\OC(=O)c2ccccc21)c1ccccc1 the results were Cav32 inh 0.94.
`CC(C)(O)/C=C1/Oc2ccccc2C1N1CCCCC1` (configuration not stated) gave Cav32 inh 0.88.
`CCOc1cc(S(=O)(=O)NC2CC2)c(OCC)cc1-n1cnnn1` gave Cav32 inh 0.17.
CCc1ccc(NC(=O)CSC2=C(C#N)C(c3ccc4c(c3)OCO4)CC(=O)N2)cc1 (configuration not stated) was read as Cav32 inh -1.4.
COc1ccc(OC)c(/C=C(\NC(=O)c2ccccc2)C(=O)N/N=C/c2ccc(C)s2)c1 was read as Cav32 inh -0.48.
Cc1ccc(C(C#N)c2ccc(C(=O)c3ccc(F)cc3)cc2)cc1 (configuration not stated) was read as Cav32 inh 0.01.
`NS(=O)(=O)c1ccc(S(=O)(=O)N(Cc2ccccc2F)CC2CCCO2)cc1` (configuration not stated) gave Cav32 inh -0.03.
Screening Cc1cccc(C(=O)Nc2sc(C)c(-c3ccccc3)c2C#N)c1 returned Cav32 inh -2.
`CCOC(=O)CC1C(=O)NCCN1C(=O)c1ccc(F)cc1F` (configuration not stated) gave Cav32 inh -0.093.
`CCN(CC)S(=O)(=O)c1ccc2oc(C(=O)Nc3ccc(OC)cc3OC)c(C)c2c1` gave Cav32 inh -0.92.
Screening COC(=O)C1=C(C)NC2=C(C(=O)CCC2)C1c1cccc(C)n1 (configuration not stated) returned Cav32 inh 1.3.
Screening O=C(NC1CCCCC1)C1c2ccccc2C(=O)N1Cc1ccco1 (configuration not stated) returned Cav32 inh 0.55.
`CCOC(=O)c1c(NC(=S)NC(=O)c2ccco2)sc2c1CCCC2` gave Cav32 inh 0.81.
C[C@H](C(=O)C=[N+]=[N-])N1C(=O)c2ccccc2C1=O was read as Cav32 inh -0.87.
Cc1ccc(N(CC(=O)Nc2ccc(C)cn2)S(=O)(=O)c2c(C)nn(C)c2C)cc1 was read as Cav32 inh 0.46.
`Cc1c(NC(=O)CN2C(=O)c3ccccc3S2(=O)=O)c(=O)n(-c2ccccc2)n1C` gave Cav32 inh 0.69.
For Cn1c(N)c(C(=O)COC(=O)C23CC4CC(CC(C4)C2)C3)c(=O)n(C)c1=O the results were Cav32 inh 0.02.
For NC(=O)C1CCN(C2CC(=O)N(Cc3ccc(N4CCCC4=O)cc3)C2=O)CC1 (configuration not stated) the results were Cav32 inh -0.15.
Screening COC(=O)c1ccc(NC(=O)CSc2nc3ccccc3c(=O)[nH]2)cc1 returned Cav32 inh 0.54.
Screening CCOC(=O)C1=C(N)Oc2c(oc(CO)cc2=O)C1c1ccc(F)cc1 (configuration not stated) returned Cav32 inh 0.51.
Cc1cccc(NC(=O)C2=C(O)c3ccccc3N(C)S2(=O)=O)c1 was read as Cav32 inh -1.
For CCOC(=O)N1CCC(N2Cc3cccc(C(=O)Nc4cc(F)ccc4F)c3C2=O)CC1 the results were Cav32 inh 1.5.
For CCCN1C(=O)/C(=C/c2cc(C)n(C)c2C)SC1=Nc1ccc(OCC)cc1 the results were Cav32 inh -0.041.
C=CCn1c(SCC(=O)Nc2ccc3c(c2)CCC3)nnc1-c1cccs1 was read as Cav32 inh -3.7.
Cc1ccc2c(c1)N(C(=O)CCC(=O)N1CCc3ccccc3C1)CCO2 was read as Cav32 inh -0.3.
Screening CC(C)Nc1nc(NC(C)C)nc(N(C)N)n1 returned Cav32 inh -0.28.
`COc1cccc(C(C(=O)NC2CCCCC2)N(CC2CCCO2)C(=O)CNC(=O)c2ccco2)c1` (configuration not stated) gave Cav32 inh 0.12.
Screening COc1ccc(CCCc2nnc(SCC(=O)Nc3nccs3)n2C)cc1C returned Cav32 inh -0.34.
O=C(COC(=O)CCC(=O)c1cccs1)NCc1ccco1 was read as Cav32 inh 0.18.
Screening CCN(CC)c1cc(Oc2ccccc2)ncn1 returned Cav32 inh 0.88.
Screening Clc1ccccc1CN(Cc1ccccc1)C(c1cccs1)c1nnnn1C1CCCC1 (configuration not stated) returned Cav32 inh -0.66.
For O=C(NCc1cccs1)C1CCN(S(=O)(=O)c2ccc(Br)s2)CC1 the results were Cav32 inh -0.85.
Cc1nc2c([nH]1)C1(CCN(Cc3ccccc3)CC1)C(C#N)=C(N)O2 was read as Cav32 inh 0.054.
For CCC(=O)Nc1ccc(F)c(Cl)c1 the results were Cav32 inh 0.15.
Screening O=C(NCc1ccco1)c1n[nH]c(=O)c2ccccc12 returned Cav32 inh -1.9.

By substructure, those above with fluorine.
COc1ccc(C(C(=O)NC2CCCC2)N(C(=O)c2snc(-c3ccc(F)cc3)c2N)c2ccccc2)cc1 (configuration not stated) was read as Cav32 inh 1.7.
Nc1nc2ccc(OC(F)(F)F)cc2s1 was read as Cav32 inh 0.33&-0.57.
`O=C(Nc1cccc(F)c1)NC1CC2CCCC(C1)N2C1CC1` (configuration not stated) gave Cav32 inh 1.2.
For O=C(NCC(c1cccnc1)N1CCN(c2ccccc2F)CC1)C1CCCCC1 (configuration not stated) the results were Cav32 inh 1.9.
`O=C(NCCS(=O)CCNC(=O)C(F)(F)F)C(F)(F)F` gave Cav32 inh 0.75.
For CC(C)CC(=O)N(c1ccc(F)cc1)C1C=CS(=O)(=O)C1 (configuration not stated) the results were Cav32 inh -0.21.
`Cn1c2ccccc2c2c(C(=O)N3CCN(c4ccc(F)cc4)CC3)cn(C3CCCC3)c(=O)c21` gave Cav32 inh -5*.
For CCc1c(O)nc(SCC(N)=O)n(-c2ccccc2F)c1=O the results were Cav32 inh 0.73.
Cc1ccc(C(C#N)c2ccc(C(=O)c3ccc(F)cc3)cc2)cc1 (configuration not stated) was read as Cav32 inh 0.01.
`NS(=O)(=O)c1ccc(S(=O)(=O)N(Cc2ccccc2F)CC2CCCO2)cc1` (configuration not stated) gave Cav32 inh -0.03.
`CCOC(=O)CC1C(=O)NCCN1C(=O)c1ccc(F)cc1F` (configuration not stated) gave Cav32 inh -0.093.
Screening CCOC(=O)C1=C(N)Oc2c(oc(CO)cc2=O)C1c1ccc(F)cc1 (configuration not stated) returned Cav32 inh 0.51.
For CCOC(=O)N1CCC(N2Cc3cccc(C(=O)Nc4cc(F)ccc4F)c3C2=O)CC1 the results were Cav32 inh 1.5.
For CCC(=O)Nc1ccc(F)c(Cl)c1 the results were Cav32 inh 0.15.
